# Myeloid diff MLP: compounds promoting myeloid differentiation. ER-HoxA9 myeloid progenitors, lysozyme-GFP differentiation, flow cytometry. calls only at 10 µM. actives 1% (n = 360,000). AID 624256;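 active = normalized GFP-positive differentiation at or above the plate's own cutoff, the solvent-only control mean plus 3 SD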;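 note: cells exposed to compound for four days before flow analysis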
# P. falciparum M1AAP: P. falciparum M1AAP inhibitors, biochemical, fluorogenic H-Leu-NHMec substrate, 1536-well (AID 1445); recombinant M1AAP, H-Leu-NHMec fluorogenic kinetic assay; higher % means a stronger effect; inhibition, % at 30 µM; hits with a dose series show IC50 in µM; actives 0.42% (n = 220,000);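 active = primary inhibition above the hit cutoff, then over 50% inhibition at one or more dose response concentrations, cut at about 23% in these data, passing the limit was not always enough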;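 note: plate controls were DMSO full reaction for no effect and no enzyme background for full effect; strong numbers were not always called active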
# PMI inhibitors: MPI enzyme activity inhibition – biochemical, fluorescence intensity, coupled assay, primary screen (AID 1209) | actives 0.42% (n = 190,000) | purified PMI enzyme, coupled fluorescence intensity; higher % means a stronger effect | one-dose inhibition, % at 20 µM; IC50 in µM for titrated hits;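 note: plate controls were DMSO vehicle for no effect and wells lacking substrate for full effect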
# LYP inhibition: inhibitors of LYP phosphatase, biochemical, fluorescence intensity, uHTS (AID 1779); actives 0.054% (n = 290,000); recombinant LYP phosphatase, fluorescence intensity; higher % means a stronger effect; one-dose inhibition, % at 11.5 µM; IC50 in µM for titrated hits;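 note: plate controls were vehicle with enzyme for no effect and no enzyme for full effect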
# XIAP displacement: small molecules displacing peptide from XIAP – biochemical, IAP family, fluorescence polarization (AID 1018). actives 0.007% (n = 200,000). displacement, % at 20 µM, or IC50 in µM where a hit was titrated. XIAP BIR domain, fluorescence polarization peptide displacement; higher % means a stronger effect; in the data active = displacement above about 50%; note: a part of the inactive calls stands beside numbers as strong as those of hits
# CSM14.1 death rescue: rescue of cells from ER stress-induced death, primary screen, 384-well, CSM14.1, thapsigargin, ATP luminescence (AID 1222) | CSM14.1 thapsigargin-induced death rescue, ATP luminescence; higher % means a stronger effect | cellular ATP content (survival), % at 20 µM, or EC50 in µM where a hit was titrated | 190,000 tested, under 10 active;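 active = EC50 below 50 µM in the dose-response confirmation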;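 note: death triggered by thapsigargin at about 15 µM added after 2 h compound pretreatment; cell ATP read after overnight thapsigargin exposure of roughly 18 to 22 hours; normalized against plate controls of thapsigargin alone and 5% DMSO vehicle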
# P. falciparum M17LAP: P. falciparum M17LAP inhibitors, primary screen, biochemical, fluorogenic H-Leu-NHMec substrate, 1536-well (AID 1619) | recombinant M17LAP, H-Leu-NHMec fluorogenic kinetic assay; higher % means a stronger effect | inhibition, % at 30 µM; hits with a dose series show IC50 in µM | actives 0.38% (n = 220,000);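 active = compound inhibiting the enzyme by more than half at any dose during confirmatory dose-response retesting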;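 note: plate controls were full reaction with DMSO carrier for no effect and no enzyme background for full effect; strong numbers were not always called active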
# human PMI inhibitors: human PMI inhibitors, high substrate, primary screen, biochemical, fluorescence intensity, high mannose 6-phosphate (AID 1220); recombinant PMI enzyme, coupled fluorescence intensity; higher % means a stronger effect; inhibition, % at 20 µM, or IC50 in µM where a hit was titrated; actives 0.66% (n = 190,000)
# TNAP activators: stimulation of alkaline phosphatase TNAP activity – biochemical, luminescent, no phosphate acceptor, uHTS, primary screen (AID 1001); purified TNAP, luminescent activation assay, no phosphate acceptor; higher activation fold means a stronger effect; activation fold at 20 µM; hits with a dose series show EC50 in µM; actives 0.03% (n = 200,000); in the data active = activation fold from about 3, or a potency from the dose series; inactive = the rest, 99 in 100 with activation fold below about 1.6; note: many of its hits are not listed in these tables
# Myeloid diff MLP GFP+ MAC1+ %: further read-out of Myeloid diff MLP, marked with its call; GFP+ MAC1+ double positive, %; measured here: differentiation confirmed by MAC1 staining
# Starred values were filed as active, the others as inactive; i = inactive; x = no result given. Cut-off read from the data, not from the text of the source, unless noted: active = inhibition above about 50%; inactive = the rest.
SMILES,Myeloid diff MLP,Myeloid diff MLP GFP+ MAC1+ %,P. falciparum M1AAP,PMI inhibitors,LYP inhibition,XIAP displacement,CSM14.1 death rescue,P. falciparum M17LAP,human PMI inhibitors,TNAP activators
CCCN(CCC)CC(O)COc1ccc([N+](=O)[O-])cc1 (stereo not drawn),i,1.4,-1%,4%,-8%,-2.1%,-0.3%,17%,6%,1
Cn1c(=O)[nH]c(=O)c2c1nc(Sc1ncccn1)n2CCCc1ccccc1,i,0.9,1%,-4%,-9%,3.0%,1.3%,-2%,-2%,1.1
C=C(C)CSc1nnc([C@@H](NC(=O)OC(C)(C)C)C(C)CC)o1 (stereo partly drawn),i,0.7,2%,13%,-7%,-5.5%,-0.6%,3%,17%,1.1
O=C(C1=C[C@@H](c2ccccc2)C[C@@H](OCc2ccc(CO)cc2)O1)N1CCCCCCC1,i,1.7,8%,10%,-2%,-11%,2.4%,-4%,4%,1
O=C(O)Cc1ccccc1C(=O)O,i,0.9,0%,6%,-5%,-4.8%,-1.6%,5%,-1%,1.1
Clc1ccc(CSc2ccc(-c3ccccn3)nn2)cc1,i,0.6,-4%,-1%,-2%,-1.1%,6.3%,8%,-15%,1.1
COC(=O)CSc1nc(-c2ccc(F)cc2)cc(C(F)(F)F)n1,i,0.5,-3%,0%,2%,1.5%,-2.1%,-11%,5%,1.1
CCOC(=O)c1c(C)c(C(=O)NCc2ccc3c(c2)OCO3)c(C)n1CC,i,0.8,4%,-4%,-4%,-5.0%,-1.7%,0%,6%,1
CN1/C(=C\C(=O)COC(=O)CNC(=O)c2ccc3ccccc3c2)C(C)(C)c2ccccc21,i,1.1,10%,-21%,-3%,-5.4%,0.9%,21%,-17%,1.1
CN(c1ccccc1C(=O)NCc1ccccn1)S(C)(=O)=O,i,0.5,-5%,4%,-10%,4.7%,-1.0%,-3%,-3%,1.1
CCOc1ccc(OCc2ccc(C(=O)Nc3cccc(C)n3)o2)cc1,i,1.0,7%,22%,6%,0.1%,-1.8%,11%,19%,1.1
O=C(COC(=O)Cn1cnc2ccccc2c1=O)Nc1ccccc1Sc1ccc(Cl)cc1,i,0.7,4%,19%,-2%,-4.9%,1.8%,17%,5%,0.9
O=C(Nc1ccccc1)N(C1=NCCCCS1)c1cccc2ccccc12,i,0.5,13%,3%,-7%,-3.6%,-1.0%,8%,20%,1
N/C(=N\OC(=O)CCC1CCCC1)c1cccnc1,i,0.4,7%,15%,-6%,-0.4%,-1.7%,2%,7%,1.2
CN(C)S(=O)(=O)c1ccc(N=Cc2c(C(F)(F)F)[nH][nH]c2=O)cc1,i,0.3,-2%,-29%,-7%,-3.5%,x,-1%,-22%,1
Cc1cc(Nc2cccc(F)c2)n2ncnc2n1,i,0.3,-1%,-3%,-7%,-6.8%,-2.7%,-11%,-5%,1.1
Cc1ncsc1C(=O)N1N=C2/C(=C/c3ccccc3)CCCC2C1c1ccccc1 (stereo not drawn),i,0.1,5%,13%,2%,-3.4%,-1.3%,-7%,5%,1
COc1cccc(/C=N/NC(=O)CN(C2=NS(=O)(=O)c3ccccc32)c2ccccc2)c1,i,0.5,4%,11%,6%,-1.2%,15%,23%,12%,1
CCC1(C)NC(=O)N(CC(=O)Nc2sc3c(c2C(N)=O)CCC3)C1=O (stereo not drawn),i,0.8,3%,13%,-8%,-7.5%,-0.7%,8%,12%,1.1
CC(=O)N1CCCN(Cc2cn(-c3ccc(C)cc3)nc2-c2ccc(F)cc2)CC1,i,0.3,x,5%,-6%,-5.9%,1.3%,x,1%,1
COc1ccc(/C=N/NC(=O)C(=O)NCc2cccnc2)cc1OC,i,1.6,-23%,3%,-2%,2.0%,2.6%,17%,-1%,1.1
CC(=O)NC(C)C12CC3CC(CC(C(=O)O)(C3)C1)C2 (stereo not drawn),i,8.0,11%,9%,-5%,-5.1%,0.8%,-2%,10%,1.1
CNC(=S)Nn1cnc2ccccc21,i,0.1,6%,x,0%,x,x,28%,x,x
Cc1ccc(-c2[nH]ncc2/C=C(\C#N)C(=O)NC2CCCCC2)cc1,i,0.3,25%*,-10%,-2%,-7.0%,-1.1%,-2%,-10%,1
COc1ccc(-c2csc(/C(C#N)=C/Nc3cc4oc5ccccc5c4cc3OC)n2)cc1,i,0.1,3%,4%,-3%,-9.6%,1.0%,-3%,15%,1
c1ccc(-c2noc(COc3ccc4c(c3)OCO4)n2)cc1,i,1.7,3%,3%,-1%,-4.6%,-5.2%,3%,0%,1.1
CCc1cccc(CC)c1NC(=O)CCCSc1nc2ccccc2s1,i,0.3,0%,19%,4%,-10%,-0.6%,1%,11%,1
COc1ccc(CC(=O)NNC(=O)COc2ccc3ccccc3c2)cc1,i,0.6,4%,1%,2%,-5.5%,12%,-1%,-5%,2
C=CCN(CC=C)S(=O)(=O)c1ccc2nsnc2c1,i,3.4,5%,4%,-5%,-2.5%,2.4%,-2%,-1%,1.1
CCN(C)Cc1c(C(=O)N2CCc3ccccc3C2)nc2ccc(Cl)cn12,i,0.1,7%,9%,-4%,-3.2%,0.8%,-2%,0%,1.1
COc1ccc(-c2cc(=O)[nH]c(=O)[nH]2)cc1,i,0.6,14%,-1%,-5%,-4.0%,-0.1%,6%,5%,1
CCOC(=O)c1c(NC(=O)CSc2nncs2)sc(C)c1-c1ccccc1,i,0.0,2%,2%,-3%,1.1%,-1.5%,0%,2%,1.1
CCOC(=O)/C(C#N)=C/c1ccc(N2CCCCC2)cc1,i,0.7,9%,17%,-1%,14%,2.2%,10%,13%,0.9
Cc1cc(=O)c2ccc(Cl)cc2[nH]1,i,0.6,12%,-2%,-3%,-1.0%,-2.3%,3%,-2%,1.1
COc1ccc(CCN(Cc2ccc(C(C)C)cc2)S(=O)(=O)c2ccc(S(=O)(=O)N(C)C)cc2)cc1OC,i,0.6,0%,0%,-2%,-2.8%,-1.6%,9%,-14%,1.2
Cc1ccc(CNC(=O)C(C)C2Sc3ccccc3NC2=O)cc1 (stereo not drawn),i,0.8,3%,x,-1%,x,x,-1%,x,x
O=C(c1cccc(Br)c1)N1CCN(C(=O)c2cccc(Br)c2)CC1,i,0.6,-7%,3%,-6%,2.7%,0.3%,3%,3%,1.1
COC(=O)C1=C(NC(=O)COc2ccc3ccccc3c2)CCS1,i,1.3,2%,10%,1%,-4.2%,-3.1%,-5%,-4%,1.1
NNC(=O)Cn1nnc(-c2ccc(C(F)(F)F)cc2)n1,i,1.2,3%,x,-7%,x,x,3%,x,x
CCCCN(C)C(=O)C1CCC(=O)N(c2cc(OC)c(OC)c(OC)c2)C1c1ccc(OC)cc1 (stereo not drawn),i,0.0,5%,-7%,-3%,-19%,-0.5%,-2%,-5%,1.1
C/C(=N/OC(=O)c1ccc(C)cc1)C(=O)c1ccc(Br)cc1,i,0.6,2%,x,-16%,x,x,3%,x,x
CCCOc1ccc(/C=N/NC(=O)C2CCCN2S(=O)(=O)c2ccc(Cl)cc2)cc1 (stereo not drawn),i,0.8,1%,26%,3%,-0.3%,-2.1%,-9%,19%,1
O=C(NCCC1=CCCCC1)Nc1ccc2nsnc2c1,i,0.3,14%,x,-6%,-3.8%,-0.1%,-2%,x,1.1
CC(=O)c1c(N2CCC(C(N)=O)CC2)nc(=S)n(-c2ccccc2)c1C,i,1.9,3%,0%,-9%,-4.0%,-0.8%,15%,24%,1.1
Nc1cc(=O)[nH]c(SCC(=O)Nc2ccc(S(=O)(=O)N3CCCCC3)cc2)n1,i,0.5,8%,10%,-6%,-4.4%,-0.3%,11%,2%,1.1
CCn1c(Cc2ccccc2)nnc1SCC(=O)OC(C)C,i,1.2,-2%,-11%,-5%,-6.9%,-0.2%,4%,-5%,0.8
O=[N+]([O-])c1cccc(CN(CCO)Cc2ccccc2)c1,i,0.7,1%,3%,-10%,-1.4%,-0.6%,11%,-11%,1.1
N#C/C(=C\N1CCOCC1)S(=O)(=O)c1ccc(Cl)cc1,i,0.6,4%,x,-2%,x,x,26%,x,x
CCN(CC)C(=O)C1CC(=O)OC12CCCCC2 (stereo not drawn),i,0.4,4%,-8%,-4%,-2.0%,22%,6%,-11%,1.1
CC1CCCCC1NC(=O)CN1CCC(O)(c2ccc(F)cc2)CC1 (stereo not drawn),i,1.4,-7%,-5%,-6%,-5.5%,-3.3%,0%,-4%,1.1
Cc1cccc(N2CCN(C(=O)Cn3ccc4ccccc4c3=O)CC2)c1C,i,0.0,0%,19%,3%,0.4%,-1.5%,10%,19%,1.1
CC(C)c1cc(C(F)(F)F)n2nc(C(=O)Nc3ccc(-n4cnnn4)cc3)cc2n1,i,0.2,3%,x,-7%,x,x,4%,x,x
O=C(COc1cccc2cccnc12)N/N=C1\SCC(=O)N1Cc1ccco1,i,1.0,-2%,10%,-6%,-0.2%,-1.5%,12%,19%,1
COC(=O)/C=C1/S/C(=N/NC(=O)c2ccccc2)NC1=O,i,0.8,15%,21%,-5%,-5.8%,-1.5%,18%,20%,1.3
S=C(NCc1ccccc1)N1CCn2cccc2C1c1cccnc1 (stereo not drawn),i,0.3,12%,4%,-2%,-4.3%,x,3%,25%,1
Cc1ccc(S(=O)(=O)C2(C(=O)Nc3cccnc3)CC2)cc1,i,1.5,2%,11%,-6%,-3.8%,x,3%,7%,1.1
CCOC(=O)c1cnc(SCC(=O)OC)nc1N,i,0.3,-3%,-13%,-6%,-8.2%,-0.7%,-1%,-11%,1
Cc1ccc(Nc2ncnc(-n3cccc3)n2)cc1Cl,i,0.4,-1%,x,-12%,x,x,6%,x,x
Cc1cc(Cl)ccc1C(=O)C1CCCN(C(=O)c2ccc3ncccc3c2)C1 (stereo not drawn),i,0.0,3%,7%,-3%,-2.2%,2.7%,-7%,2%,1.1
CCOc1ccccc1CN1CCC(CO)(CCOc2ccccc2)CC1,i,0.1,-6%,x,-6%,-11%,-2.5%,16%,x,1
O=C(Nc1nnc(-c2ccccn2)o1)c1cccc(Br)c1,i,0.5,13%,-16%,0%,-7.2%,1.3%,22%,-1%,1

# Shown field by field: entries from further up
O=[N+]([O-])c1cccc(CN(CCO)Cc2ccccc2)c1
- Myeloid diff MLP = i
- Myeloid diff MLP GFP+ MAC1+ % = 0.7
- P. falciparum M1AAP = 1%
- PMI inhibitors = 3%
- LYP inhibition = -10%
- XIAP displacement = -1.4%
- CSM14.1 death rescue = -0.6%
- P. falciparum M17LAP = 11%
- human PMI inhibitors = -11%
- TNAP activators = 1.1

N#C/C(=C\N1CCOCC1)S(=O)(=O)c1ccc(Cl)cc1
- Myeloid diff MLP = i
- Myeloid diff MLP GFP+ MAC1+ % = 0.6
- P. falciparum M1AAP = 4%
- PMI inhibitors = x
- LYP inhibition = -2%
- XIAP displacement = x
- CSM14.1 death rescue = x
- P. falciparum M17LAP = 26%
- human PMI inhibitors = x
- TNAP activators = x

CCN(CC)C(=O)C1CC(=O)OC12CCCCC2 (stereo not drawn)
- Myeloid diff MLP = i
- Myeloid diff MLP GFP+ MAC1+ % = 0.4
- P. falciparum M1AAP = 4%
- PMI inhibitors = -8%
- LYP inhibition = -4%
- XIAP displacement = -2.0%
- CSM14.1 death rescue = 22%
- P. falciparum M17LAP = 6%
- human PMI inhibitors = -11%
- TNAP activators = 1.1

# High-throughput results deposited in PubChem BioAssay by several laboratories.

# The order is random; any-hit rate near 2.7%.
